Myeloid diff MLP: induction of myeloid progenitor differentiation, primary screen, cell-based, flow cytometry, MLPCN library. ER-HoxA9 myeloid progenitors, lysozyme-GFP differentiation. calls only at 10 µM. actives 1% (n = 360,000). AID 624256, 2012;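 active = normalized GFP-positive differentiation at or above the plate's own cutoff, the solvent-only control mean plus 3 SD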;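 note: cells exposed to compound for four days before flow analysis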
Hep lipid drop: inhibitors of hepatocyte lipid droplet formation, primary screen, imaging, high-throughput imaging, BODIPY stain; actives 0.4% (n = 240,000); inhibition, % at 6.5 µM; AML12 mouse hepatocytes, oleate lipid droplets;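 active = lipid droplet intensity inhibited by at least 50%, with more than 500 cells counted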
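Assay system: AML12 hepatocytes (mouse); Probe or stimulus: oleic acid at 100 µM to induce lipid droplet formation; Dosing: compound at 6.5 µM only; Schedule: compound with oleate, overnight; Detection: fluorescence imaging, 20x objective, two fields per well; Measure: % inhibition of lipid droplet signal.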
T cell HTS: modulators of CD8 T cell-vesicle binding, primary screen, mouse 2C CD8+ T cells, flow cytometry; 2C CD8+ T cell-vesicle binding; stronger effect = lower value; calls only at 7 µM; actives 0.068% (n = 330,000); AID 2052, 2009;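 active = response, share of CD8 T cells binding vesicles, and their 90th percentile fluorescence all below set limits, cut at about 80% in these data, passing the limit was not always enough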
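Assay system: 2C TCR transgenic mouse naive CD8+ T cells, MACS-purified | Read-out: CD8+ gate FL2 mean fluorescence as % of same-row positive control | Signal: High-throughput flow cytometry with anti-B7-1 and anti-CD8 staining | Timing: Binding step 1.5 h, 37 °C, antibody labelling 20 min, ice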
Hep lipid drop cells 6.5 µM: further read-out of Hep lipid drop, marked with its call; cell count; measured here: cell count, cytotoxicity flag;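 cells counted across two imaged fields per well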
T cell HTS vesicle-bound %: further read-out of T cell HTS, marked with its call; double positive events, %; measured here: CD8+ vesicle-bound cell fraction;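 binding gate set so that unloaded-vesicle control wells show 10% double positive cells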
Myeloid diff MLP GFP+ MAC1+ %: recorded beside Myeloid diff MLP, whose call it bears; GFP+ MAC1+ double positive, %; measured here: differentiation confirmed by MAC1 staining
* hit, by the source's call. An excerpt. The share of hits here may be higher or lower than overall.

CCCc1cc(C(=O)Nc2cccc(Cl)c2C)no1 was read as Myeloid diff MLP inactive, Hep lipid drop 2.5, T cell HTS inactive, Hep lipid drop cells 6.5 µM 777, T cell HTS vesicle-bound % 46.5 and Myeloid diff MLP GFP+ MAC1+ % 1.6.
Screening Cc1[nH]c(C)c(S(=O)(=O)N2CCCCC2)c1C(=O)N1CCCC1 returned Myeloid diff MLP inactive, Hep lipid drop 7.3, T cell HTS inactive, Hep lipid drop cells 6.5 µM 755, T cell HTS vesicle-bound % 6.0 and Myeloid diff MLP GFP+ MAC1+ % 0.8.
For COC(=O)c1ccc(-c2cc(CC3(C(=O)OC)CCN(C(=O)OC(C)(C)C)CC3)on2)cc1 the results were Myeloid diff MLP inactive, Hep lipid drop 4.6, T cell HTS inactive, Hep lipid drop cells 6.5 µM 405, T cell HTS vesicle-bound % 27.7 and Myeloid diff MLP GFP+ MAC1+ % 1.2.
COc1ccc(-c2cc(C)no2)cc1S(=O)(=O)N(C)Cc1ccco1 was read as Myeloid diff MLP inactive, Hep lipid drop 14.3, T cell HTS inactive, Hep lipid drop cells 6.5 µM 695, T cell HTS vesicle-bound % 40.1 and Myeloid diff MLP GFP+ MAC1+ % 0.0.
For COc1ccc2c(c1)c1nnc(SCC(=O)Nc3ccccc3F)nc1n2C the results were Myeloid diff MLP inactive, Hep lipid drop -9.2, T cell HTS inactive, Hep lipid drop cells 6.5 µM 779, T cell HTS vesicle-bound % 55.8 and Myeloid diff MLP GFP+ MAC1+ % 0.3.
For Cc1ccc(C23CC4CC(CC(NC(=O)NN)(C4)C2)C3)cc1 the results were Myeloid diff MLP inactive, Hep lipid drop -0.7, T cell HTS inactive, Hep lipid drop cells 6.5 µM 628, T cell HTS vesicle-bound % 27.4 and Myeloid diff MLP GFP+ MAC1+ % 0.0.
COC(=O)c1ccc(NC(=O)CSc2nncn2-c2cccnc2)cc1 was read as Myeloid diff MLP inactive, Hep lipid drop -1.4, T cell HTS inactive, Hep lipid drop cells 6.5 µM 795, T cell HTS vesicle-bound % 55.9 and Myeloid diff MLP GFP+ MAC1+ % 0.6.
For COc1cccc(C(O)c2nc3ccccc3n2C)c1 (centres undefined) the results were Myeloid diff MLP inactive, Hep lipid drop -1.0, T cell HTS inactive, Hep lipid drop cells 6.5 µM 808, T cell HTS vesicle-bound % 61.3 and Myeloid diff MLP GFP+ MAC1+ % 0.8.
COc1cc2nc(Nc3ccc(C)c(C)c3)nc(N)c2cc1OC was read as Myeloid diff MLP inactive, Hep lipid drop -2.6, T cell HTS inactive, Hep lipid drop cells 6.5 µM 869, T cell HTS vesicle-bound % 22.3 and Myeloid diff MLP GFP+ MAC1+ % 2.2.
Screening O=C(Nc1cccc2ncccc12)c1ccccc1Cl returned Myeloid diff MLP inactive, Hep lipid drop 5.1, T cell HTS inactive, Hep lipid drop cells 6.5 µM 803, T cell HTS vesicle-bound % 61.2 and Myeloid diff MLP GFP+ MAC1+ % 0.2.
Screening CCN(C(=O)CN1C(=O)COc2ccc(S(=O)(=O)N3CCCCCC3)cc21)c1cccc(C)c1 returned Myeloid diff MLP inactive, Hep lipid drop -27.6, T cell HTS inactive, Hep lipid drop cells 6.5 µM 677, T cell HTS vesicle-bound % 16.3 and Myeloid diff MLP GFP+ MAC1+ % 2.4.
Cc1ccccc1NC(=O)COc1ccccc1C was read as Myeloid diff MLP inactive, Hep lipid drop -1.2, T cell HTS inactive, Hep lipid drop cells 6.5 µM 819, T cell HTS vesicle-bound % 62.5 and Myeloid diff MLP GFP+ MAC1+ % 0.5.
`Cc1cnccc1CN(C)C(=O)C1CCC(=O)N(Cc2ccccc2F)C1` (centres undefined) gave Myeloid diff MLP inactive, Hep lipid drop 2.2, T cell HTS inactive, Hep lipid drop cells 6.5 µM 756, T cell HTS vesicle-bound % 39.8 and Myeloid diff MLP GFP+ MAC1+ % 3.4.
Screening O=C(Nc1ccccc1)/C(=C/c1ccc(O)cc1)NC(=O)c1ccco1 returned Myeloid diff MLP inactive, Hep lipid drop 2.9, T cell HTS inactive, Hep lipid drop cells 6.5 µM 744, T cell HTS vesicle-bound % 22.7 and Myeloid diff MLP GFP+ MAC1+ % 1.7.
Screening O=C(NCCCNC(=O)c1ccco1)c1ccc(Cl)cc1 returned Myeloid diff MLP inactive, Hep lipid drop -2.7, T cell HTS inactive, Hep lipid drop cells 6.5 µM 742, T cell HTS vesicle-bound % 23.6 and Myeloid diff MLP GFP+ MAC1+ % 0.2.
For CN1C(=O)C(C)(C)c2cc(S(=O)(=O)NCCc3ccc(Cl)cc3)ccc21 the results were Myeloid diff MLP inactive, Hep lipid drop -2.8, T cell HTS inactive, Hep lipid drop cells 6.5 µM 809, T cell HTS vesicle-bound % 43.9 and Myeloid diff MLP GFP+ MAC1+ % 3.2.
Screening Cc1ccc(S(=O)(=O)N2CCC(C)CC2)cc1C(=O)NCc1ccccn1 returned Myeloid diff MLP inactive, Hep lipid drop -0.4, T cell HTS inactive, Hep lipid drop cells 6.5 µM 822, T cell HTS vesicle-bound % 11.2 and Myeloid diff MLP GFP+ MAC1+ % 0.7.
For CCn1cc(Br)c(C(=O)Nc2sc3c(c2C(N)=O)CCCC3)n1 the results were Myeloid diff MLP inactive, Hep lipid drop 0.8, T cell HTS inactive, Hep lipid drop cells 6.5 µM 671, T cell HTS vesicle-bound % 68.1 and Myeloid diff MLP GFP+ MAC1+ % 1.5.
For Cc1ccc(C)c(C(=O)CSc2nc(N)cc(=O)[nH]2)c1 the results were Myeloid diff MLP inactive, Hep lipid drop 0.4, T cell HTS inactive, Hep lipid drop cells 6.5 µM 805, T cell HTS vesicle-bound % 35.2 and Myeloid diff MLP GFP+ MAC1+ % 0.5.
Cn1c(N2CCOCC2)c(C=O)c2ccccc21 was read as Myeloid diff MLP inactive, Hep lipid drop -0.5, T cell HTS inactive, Hep lipid drop cells 6.5 µM 410, T cell HTS vesicle-bound % 10.8 and Myeloid diff MLP GFP+ MAC1+ % 0.5.

Filtered by structure: those above containing four or more nitrogen atoms (four)
For COc1ccc2c(c1)c1nnc(SCC(=O)Nc3ccccc3F)nc1n2C the results were Myeloid diff MLP inactive, Hep lipid drop -9.2, T cell HTS inactive, Hep lipid drop cells 6.5 µM 779, T cell HTS vesicle-bound % 55.8 and Myeloid diff MLP GFP+ MAC1+ % 0.3.
COC(=O)c1ccc(NC(=O)CSc2nncn2-c2cccnc2)cc1 was read as Myeloid diff MLP inactive, Hep lipid drop -1.4, T cell HTS inactive, Hep lipid drop cells 6.5 µM 795, T cell HTS vesicle-bound % 55.9 and Myeloid diff MLP GFP+ MAC1+ % 0.6.
COc1cc2nc(Nc3ccc(C)c(C)c3)nc(N)c2cc1OC was read as Myeloid diff MLP inactive, Hep lipid drop -2.6, T cell HTS inactive, Hep lipid drop cells 6.5 µM 869, T cell HTS vesicle-bound % 22.3 and Myeloid diff MLP GFP+ MAC1+ % 2.2.
For CCn1cc(Br)c(C(=O)Nc2sc3c(c2C(N)=O)CCCC3)n1 the results were Myeloid diff MLP inactive, Hep lipid drop 0.8, T cell HTS inactive, Hep lipid drop cells 6.5 µM 671, T cell HTS vesicle-bound % 68.1 and Myeloid diff MLP GFP+ MAC1+ % 1.5.

More records:
For Cc1ccc(NC(=S)N2CCN(S(=O)(=O)c3ccccc3)CC2)cc1C the results were Myeloid diff MLP inactive, Hep lipid drop 14.6, T cell HTS inactive, Hep lipid drop cells 6.5 µM 688, T cell HTS vesicle-bound % 31.6 and Myeloid diff MLP GFP+ MAC1+ % 3.9.
Screening O=c1[nH]c(=O)n(Cc2ccc(Oc3ccccc3)cc2)cc1Br returned Myeloid diff MLP inactive, Hep lipid drop -4.2, T cell HTS inactive, Hep lipid drop cells 6.5 µM 833, T cell HTS vesicle-bound % 59.6 and Myeloid diff MLP GFP+ MAC1+ % 0.5.
Screening O=C(Nc1c2c(nn1-c1ccc(Cl)cc1)CS(=O)(=O)C2)c1ccccc1 returned Myeloid diff MLP inactive, Hep lipid drop 4.7, T cell HTS inactive, Hep lipid drop cells 6.5 µM 709, T cell HTS vesicle-bound % 21.1 and Myeloid diff MLP GFP+ MAC1+ % 2.3.
Screening COc1cc(CN2CCN(S(=O)(=O)c3ccccc3)CC2)cc(OC)c1OC returned Myeloid diff MLP inactive, Hep lipid drop 6.0, T cell HTS inactive, Hep lipid drop cells 6.5 µM 811, T cell HTS vesicle-bound % 68.1 and Myeloid diff MLP GFP+ MAC1+ % 0.4.
Screening Cn1ncc(Cl)c1C(=O)N1CCC(Cc2ccccc2)CC1 returned Myeloid diff MLP inactive, Hep lipid drop -21.8, T cell HTS inactive, Hep lipid drop cells 6.5 µM 549, T cell HTS vesicle-bound % 8.1 and Myeloid diff MLP GFP+ MAC1+ % 0.6.
For COC(=O)N1C(=O)[C@@](Cc2ccccc2)(c2ccccc2)N1C(=O)OC the results were Myeloid diff MLP inactive, Hep lipid drop 1.2, T cell HTS inactive, Hep lipid drop cells 6.5 µM 781, T cell HTS vesicle-bound % 5.7 and Myeloid diff MLP GFP+ MAC1+ % 1.1.
Screening N#Cc1c(N)c2ccccn2c1C(=O)c1ccc(Br)cc1 returned Myeloid diff MLP inactive, Hep lipid drop 4.2, T cell HTS inactive, Hep lipid drop cells 6.5 µM 812, T cell HTS vesicle-bound % 12.5 and Myeloid diff MLP GFP+ MAC1+ % 0.4.
CCC(=O)Nc1nnc(SCC(=O)Nc2ccc3c(c2)OCO3)s1 was read as Myeloid diff MLP inactive, Hep lipid drop 5.1, T cell HTS inactive, Hep lipid drop cells 6.5 µM 831, T cell HTS vesicle-bound % 38.9 and Myeloid diff MLP GFP+ MAC1+ % 1.0.
Cc1ccc(S(=O)(=O)N2CCCC(C(=O)NCCc3ccccc3)C2)cc1 (centres undefined) was read as Myeloid diff MLP inactive, Hep lipid drop 3.2, T cell HTS inactive, Hep lipid drop cells 6.5 µM 840, T cell HTS vesicle-bound % 16.8 and Myeloid diff MLP GFP+ MAC1+ % 0.9.
For C/C(=N\NC(=O)c1nnn(-c2nonc2N)c1CSc1ccc(Cl)cc1)c1cccnc1 the results were Myeloid diff MLP inactive, Hep lipid drop 21.9, T cell HTS inactive, Hep lipid drop cells 6.5 µM 717, T cell HTS vesicle-bound % 6.9 and Myeloid diff MLP GFP+ MAC1+ % 3.5.
Cc1ccc2c(c1)N(C(=O)CCC(=O)NCc1cccc(F)c1)CCO2 was read as Myeloid diff MLP inactive, Hep lipid drop -1.2, T cell HTS inactive, Hep lipid drop cells 6.5 µM 789, T cell HTS vesicle-bound % 41.2 and Myeloid diff MLP GFP+ MAC1+ % 2.7.
CCCOP(=O)(c1ccc(N(C)C)cc1)C(O)c1ccc(Cl)cc1 (centres undefined) was read as Myeloid diff MLP inactive, Hep lipid drop -4.2, T cell HTS inactive, Hep lipid drop cells 6.5 µM 836, T cell HTS vesicle-bound % 38.8 and Myeloid diff MLP GFP+ MAC1+ % 0.7.
For COC(=O)C1=C(C)N(Cc2ccccc2)C(=S)N[C@H]1c1ccccc1 the results were Myeloid diff MLP inactive, Hep lipid drop -11.6, T cell HTS inactive, Hep lipid drop cells 6.5 µM 726, T cell HTS vesicle-bound % 25.3 and Myeloid diff MLP GFP+ MAC1+ % 0.7.
For COc1ccc(CNC(=O)C2CCN(c3nnc(N4CCCC4=O)s3)CC2)cc1 the results were Myeloid diff MLP inactive, Hep lipid drop 2.0, T cell HTS inactive, Hep lipid drop cells 6.5 µM 777, T cell HTS vesicle-bound % 37.5 and Myeloid diff MLP GFP+ MAC1+ % 2.4.
Cc1cc(S(=O)(=O)NCCCN2CCOCC2)c(Cl)cc1Cl was read as Myeloid diff MLP inactive, Hep lipid drop 7.6, T cell HTS inactive, Hep lipid drop cells 6.5 µM 769, T cell HTS vesicle-bound % 52.5 and Myeloid diff MLP GFP+ MAC1+ % 1.6.
For COc1ccc(OC)c(C(=O)NC(CC(N)=O)c2ccc(N3CCC(N4CCCCC4)CC3)c([N+](=O)[O-])c2)c1 (centres undefined) the results were Myeloid diff MLP inactive, Hep lipid drop -5.6, T cell HTS inactive, Hep lipid drop cells 6.5 µM 785, T cell HTS vesicle-bound % 15.9 and Myeloid diff MLP GFP+ MAC1+ % 1.3.
`Cn1nccc1C(=O)N1CCC(Cc2ccccc2)CC1` gave Myeloid diff MLP inactive, Hep lipid drop 2.2, T cell HTS inactive, Hep lipid drop cells 6.5 µM 857, T cell HTS vesicle-bound % 16.3 and Myeloid diff MLP GFP+ MAC1+ % 1.4.
Cc1ccc(N(CC(=O)NC2CCCC2)C(=O)CCC(=O)Nc2ccccn2)cc1 was read as Myeloid diff MLP inactive, Hep lipid drop -6.9, T cell HTS inactive, Hep lipid drop cells 6.5 µM 756, T cell HTS vesicle-bound % 47.2 and Myeloid diff MLP GFP+ MAC1+ % 0.8.

Source: PubChem
